# Compound activity from PubChem.
# DUSP3 inh: VHR1 (DUSP3) phosphatase inhibition; 50,000 compounds, 0.7% hits; recombinant VHR phosphatase, colorimetric substrate read-out; inhibition, % at 20 µM; P51452; in the data active = inhibition above about 60%; also: some results filed as inactive read as strong as hits
# Target sequence (P51452 whole entry, looked up): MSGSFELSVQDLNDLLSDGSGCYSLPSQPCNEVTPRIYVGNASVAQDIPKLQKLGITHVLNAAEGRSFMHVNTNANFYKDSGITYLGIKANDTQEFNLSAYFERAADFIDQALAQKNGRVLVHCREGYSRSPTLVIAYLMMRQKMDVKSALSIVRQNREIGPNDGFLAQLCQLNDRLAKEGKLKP
# * marks the source's active call; other numbers are inactive results.
SMILES,DUSP3 inh
COc1ccc(C2Sc3ccccc3NC3=C2C(=O)c2ccccc23)cc1 (centres undefined),14.7
CCOC(=O)C1=C(O)/C(=C/c2ccc(Cl)cc2)SC1=Nc1ccc(OC)cc1,2.4
CCOC(=O)c1[nH]c(C)c(C(=O)CC(C)(C)C)c1C,-12.6
CCOc1ccc(NC(=O)CN(c2cccc(Br)c2)S(=O)(=O)c2ccccc2)cc1,-12.4
O=C1c2ccc(S(=O)(=O)c3ccc4c(c3)C(=O)N(Cc3cccnc3)C4=O)cc2C(=O)N1Cc1cccnc1,16.6
Cc1ccc(Cl)cc1NC(=O)COc1ccc2ccccc2c1,9.8
Cc1ccc(S(=O)(=O)N2CCN(c3ccc([N+](=O)[O-])c(NC4CC4)c3)CC2)cc1,-3.1
COc1ccc(C2CC(=O)C3=C(C2)OC2=C(C(=O)CC(c4ccc(OC)cc4)C2)C3c2ccc(OC)c(OC)c2)cc1 (centres undefined),-2.2
CCOC(=O)C1=C(O)/C(=C/c2ccco2)SC1=Nc1ccc(C)cc1,9.8
O=[N+]([O-])c1cccc(-c2noc(-c3ccc(-c4ccccc4)cc3)n2)c1,-47.6
O=C(CCN1C(=O)/C(=C/c2ccc(F)cc2)SC1=S)Nc1ncc(Cc2ccc(Cl)cc2)s1,-3.2
Cc1cc(N(C)/N=C/c2ccccc2Cl)nc(-c2ccccc2O)n1,7.5
CCc1ccccc1NC(=O)c1cc2cc(Br)ccc2oc1=O,36.3
CCCS(=O)(=O)c1c(S(=O)(=O)CCC)c2cc(-c3ccncc3)ccn2c1C(=O)c1ccccc1,-9.3
O=C1C=C(NCCc2ccccc2)C2(CCCCC2)O1,14.1
COc1ccc(C(=O)Nc2nc(-c3ccc(F)cc3)cs2)cc1,-24.1
COc1cc2c(cc1NC(=O)COc1ccc(C)cc1C)oc1ccccc12,-6.4
Cc1ccc(/C=C2\SC(N3CCCC3)=NC2=O)cc1,13.0
Cc1c(C(=O)Nc2cccc(C(=O)O)c2)cccc1[N+](=O)[O-],-28.4
CCOC(=O)c1c(NC(=O)Cc2ccc(Cl)cc2)sc(C(=O)Nc2ccccc2OC)c1C,102.6*
COc1ccc(-n2c(SC)nc(O)c(Cc3ccccc3)c2=O)cc1,90.0
O=c1c2ccccc2nc(/C=C/c2ccc3c(c2)OCO3)n1-c1cccc2ccccc12,-3.5
COc1cc(/C=C2\C(=O)NC(=O)N(c3ccc(C)cc3)C2=O)c(Br)cc1OCC(=O)O,21.6
CCOC(=O)c1c(-c2ccccc2)csc1NC(=O)COc1ccc(Cl)cc1,21.9
COc1ccc(OC)c(/C=C2/SC(NC(C)=O)=NC2=O)c1,30.6
CC(=O)Nc1ccccc1C(=O)Nc1ccccc1,-10.6
Cc1nc2ccc(Cl)cn2c1C(=O)NN=C1CCC(C(C)(C)C)CC1 (centres undefined),-5.7
Cc1cc(C=C2C(=O)NC(=S)NC2=O)c(C)n1-c1ccc(F)cc1,0.6
COc1ccc(C)cc1NC(=O)C(=O)NCc1ccncc1,-3.8
O=C(NC1CCCCC1)N1CCN(C(c2ccccc2)c2ccccc2)CC1,-59.6
CCc1nnc(NS(=O)(=O)c2ccc(N/C=C/C(=O)c3ccc(OC)cc3OC)cc2)s1,20.7
O=C(/C=C\Nc1ccccc1NS(=O)(=O)c1ccccc1)c1ccc(F)cc1,7.2
O=C(O)CCn1c2c(c3ccccc31)CCCC2,1.4
CC(C)(C)c1ccc(-c2nnc(NC(=O)Nc3ccccc3)s2)cc1,-18.9
O=S(=O)(NCCc1ccccc1)c1cccs1,-12.5
COC(=O)c1c(NC(=O)C2C3CCC(C3)C2C(=O)O)sc2c1CCCCC2 (centres undefined),6.6
O=[N+]([O-])c1ccc(N=Cc2cc(I)cc(I)c2O)c(O)c1,0.3
Cc1sc(NC(=O)c2cc(Cl)ccc2Cl)c(C#N)c1C,-27.0
O=C1c2ccccc2NC(c2ccc(Br)cc2)N1Cc1ccccc1 (centres undefined),-15.9
CS(=O)(=O)N1CCN(C(=O)COc2ccccc2)CC1,4.1
O=C1CC(N2CCN(c3ccccn3)CC2)C(=O)N1c1cc(Cl)cc(Cl)c1 (centres undefined),-94.5
COc1ccc2c(c1OC)C(=O)OC2Nc1ccccc1Br (centres undefined),-11.9
Cc1ccc(NC(=O)c2cccc3c(Br)cccc23)c([N+](=O)[O-])c1,9.7
COc1ccc(/C(=C2\OC(=O)c3ccccc32)[N+](=O)[O-])cc1,4.8
CCOC(=O)c1c(-c2ccc(-c3ccccc3)cc2)csc1N,5.0
O=C(O)CC(Cc1ccc(Br)cc1)C(=O)Nc1ccccc1 (centres undefined),-14.2
CNC(=O)C(=O)Nc1ccc(C)c(C)c1,-28.1
CCCc1[nH]n(-c2nc3ccccc3s2)c(=O)c1C=NCCCO,23.5
CCCCNC(=O)c1cc2n(n1)C(C(F)(F)F)CC(c1ccc(Cl)c(Cl)c1)N2 (centres undefined),-27.6
O=C(Cc1ccc([N+](=O)[O-])cc1)N/N=C/c1ccncc1,-39.5
O=c1c(-c2nc3ccccc3s2)c(C(F)(F)F)oc2cc(O)ccc12,-19.6
CCOC(=O)c1c(NC(=O)c2cc(Cl)ccc2[N+](=O)[O-])sc2c1CCCC2,-19.6
Cc1cccc(/C=N/NC(=O)c2cccc(F)c2)c1O,1.8
CCCC1=C(C(=O)OCC)C(c2ccc(Cl)cc2Cl)NC(=O)N1 (centres undefined),-13.6
C/C(=N\NC(=O)c1ccccc1[N+](=O)[O-])c1c(O)cc(C)oc1=O,-8.2
CCOc1ccc(/C=N/NC(=O)CN(c2ccc(C)cc2)S(=O)(=O)c2ccccc2)cc1,-7.5
O=S(=O)(NCCOc1ccccc1F)c1ccccc1,-13.7
CCOc1ccccc1N1CCN(C(=O)c2cc(Cl)ccc2[N+](=O)[O-])CC1,-18.4
O=C(O)CCCCCN1C(=O)C(=O)/C(=C(/O)c2ccc([N+](=O)[O-])cc2)C1c1ccc(O)cc1 (centres undefined),-7.2
CC1=C(C(=O)OCCc2ccccc2)C(c2ccccc2F)C2=C(CC(C)(C)CC2=O)N1 (centres undefined),5.1

# Next section.
SMILES,DUSP3 inh
O=[N+]([O-])N=S(c1ccccc1)c1ccccc1,-9.1
O=C(c1ccc(N2N=N2)cc1)c1ccc(N2N=N2)cc1,-5.8
CCOC(=O)c1ccc(NC(=O)C(=O)NCCc2ccc(OC)c(OC)c2)cc1,-5.0
Cc1cccc(-c2nc3sc4c(c3c(=O)o2)CCCCC4)c1,1.9
O=C1C2C3CCC(O3)C2C(=O)N1c1ccccn1 (centres undefined),-8.5
Cn1ncc(Cl)c1C(=O)N(C(=O)c1c(Cl)cnn1C)c1ncccn1,-12.1
COc1ccc(CNS(=O)(=O)c2cccc([N+](=O)[O-])c2)cc1,-0.2
CC(=O)NC1=NC(=O)/C(=C\c2ccccc2Cl)S1,3.4
Cc1cc(/C=C2/NC(=O)NC2=O)c(C)n1-c1ccc(F)cc1,12.4
Cc1nn(C(CC(=O)O)C(=O)O)c(C)c1I (centres undefined),-5.8
O=c1c(N=Nc2ccc(F)cc2)c(-c2ccccc2)[nH]n1-c1nc(-c2ccccc2)cs1,56.6
COc1ccc(NC(=O)CSc2nnnn2-c2ccccc2)c([N+](=O)[O-])c1,-38.8
O=C(COc1ccccc1)Nc1ccncc1,-15.4
COc1ccc(S(=O)(=O)N(CCc2ccccc2)CC(=O)NCCc2ccccc2)cc1,2.3
Cc1ccc(C(=O)/C=C/c2ccc3ncccc3c2)cc1,2.0
COc1cc(C2NC(=S)NC(C)=C2C(=O)Nc2cccc(C)c2)ccc1O (centres undefined),2.7
O=C1C2ON(c3ccccc3)C(c3ccccn3)C2C(=O)N1c1ccc(Br)cc1 (centres undefined),-0.5
CCC1CCc2c(sc(NC(=O)COc3ccc(Cl)cc3Cl)c2C(N)=O)C1 (centres undefined),-6.2
COc1ccc(C(=O)OCCNC(=O)c2ccc[n+](C)c2)cc1OC,0.8
COc1ccc2c(c1)nc(SCc1ccccc1)n2C,-31.6
COc1ccc(CCNS(=O)(=O)c2ccc3ccccc3c2)cc1OC,-5.1
Cc1sc(NC(=O)c2cc(Cl)ccc2[N+](=O)[O-])nc1-c1ccccc1,6.7
COC(=O)CN(c1ccccc1Br)S(C)(=O)=O,-10.3
CC(C)CNC(=O)C1CC(=O)N(c2ccc(Cl)cc2)C1 (centres undefined),-23.1
Cc1cc(NS(=O)(=O)c2ccc(NC(=O)c3cccc(Br)c3)cc2)no1,-11.2
CS(=O)(=O)N(CC(=O)Nc1ccc(Br)cc1)c1ccc(Cl)cc1,-14.6
CC(C)(C)c1ccc(S(=O)(=O)N=C2C=CC(=O)C=C2)cc1,14.9
O=C(COc1ccccc1[N+](=O)[O-])N/N=C/c1ccc(OC(=O)c2cccc(F)c2)cc1,1.8
Cc1cccc(C2OC3(C(=O)c4ccccc4C3=O)C(c3ccc(Br)cc3)C23C(=O)c2ccccc2C3=O)c1 (centres undefined),15.5
COc1cc(C(=O)NC(NC(=S)Nc2cccc3ccccc23)C(Cl)(Cl)Cl)cc(OC)c1OC (centres undefined),-6.2
CCOc1ccccc1N1C(=O)c2cccc3cccc(c23)C1=O,2.5
O=C(Nc1cc(Cl)ccc1Cl)C1CC(=O)N(C2CCCCC2)C1 (centres undefined),6.0
Nc1ccc(C(=O)Nc2cccc3ccccc23)cc1,-5.8
CCCOc1ccc(C2Nc3cccc4cccc(c34)N2)cc1,-0.2
Cc1ccc2c(C)nc(Nc3nc4ccccc4c(=O)[nH]3)nc2c1,13.1
COC(=O)c1c(C)oc2ccc(OCc3c(F)cccc3Cl)cc12,9.1
COc1c(Br)cc2c(cc(C)n2-c2ccccc2)c1OCC(O)CNC(C)C (centres undefined),1.2
CN1CCN(C(=O)c2ccc(S(=O)(=O)N3CCOCC3)cc2)CC1,-37.9
O=C(CCCN1C(=O)c2ccccc2C1=O)NCc1ccco1,-7.0
N#Cc1ccc(/C=N/Nc2nc(-c3ccccc3)cs2)cc1,26.8

# Given with bars between the fields: entries from further up.
canonical_smiles | DUSP3 inh
CCOC(=O)C1=C(O)/C(=C/c2ccco2)SC1=Nc1ccc(C)cc1 | 9.8
CS(=O)(=O)N(CC(=O)Nc1ccc(Br)cc1)c1ccc(Cl)cc1 | -14.6

# Next entries
SMILES,DUSP3 inh
O=C1N=c2ccccc2=C1c1c(O)n(-c2ccccc2)[nH]c1=O,-11.9
C=CCN1C(=O)CS/C1=N\N=C\c1cccc([N+](=O)[O-])c1,-31.6
Cc1sc(NC(=O)c2ccc3c(c2)OCO3)c(C(N)=O)c1C,12.4
CC(C)(C)c1ccc(C(=O)Oc2ccc(/C=N/O)cc2)cc1,1.6
Cc1cc(C)c2nc3s/c(=C\c4ccc(-c5cc(C)c(C)cc5[N+](=O)[O-])o4)c(=O)n3c2c1,-19.7
CCN(CC)CCN1C(=O)C(O)=C(C(=O)/C=C/c2ccccc2)C1c1ccccc1[N+](=O)[O-] (centres undefined),18.0
CCc1ccc(N2C(=O)/C(=C/c3ccc(O)c(Cl)c3)C(=O)NC2=S)cc1,2.0
Brc1cccc(-c2nc(-c3cccnc3)no2)c1,-6.1
S=C(c1ccccc1)N1CCN(c2cccc(Cl)c2)CC1,0.8
CCOC(=O)/C(=C\c1ccc(-c2ccc(S(N)(=O)=O)cc2)o1)C(C)=O,-22.3
CCN1C(=O)/C(=C\C=C\c2cccc([N+](=O)[O-])c2)SC1=S,-28.3
O=S(=O)(c1ccc(Br)cc1)N1CCN(C/C=C/c2ccccc2)CC1,54.8
COC(=O)c1ccccc1NC(=O)C1CC(=O)N(c2ccc(C)cc2)C1 (centres undefined),26.1
COc1ccc(N=C2SC(C(=O)N3CCN(c4ccc([N+](=O)[O-])cc4)CC3)CC(=O)N2C)cc1 (centres undefined),-4.7
COc1ccc(C(=O)NCCSc2ccc(C)cc2)cc1OC,-20.5
CC1CCC2(CC1)NC(=S)c1c(sc3c1CCC(C)C3)N2 (centres undefined),10.1
O=C(c1cc(F)c(F)cc1[N+](=O)[O-])N1CCOCC1,-2.4
COc1cc(/C=N\NC(=O)c2cccc(Cl)c2)ccc1OCCOCCOc1ccc(C)cc1,-7.2
COc1cc(C2Nc3ccccc3C(=O)N2Cc2ccccc2)ccc1O (centres undefined),-12.7
COc1ccc(C(=O)NC2CCC(CC3CCC(NC(=O)c4ccc(OC)c(OC)c4)CC3)CC2)cc1OC (centres undefined),-16.9
O=C(NCCNc1ccc([N+](=O)[O-])cc1Cl)c1ccccc1F,-31.1
CCOC(=O)CNC(=O)c1cc(-c2ccccc2)nc2ccccc12,6.0
CCOC(=O)c1c(NC(=O)C2C3CCC(C3)C2C(=O)O)sc(C)c1C (centres undefined),-12.3
c1ccc(C23CN4CCN(CC(C4)C2=N/N=C2\C4CN5CCN(C4)CC2(c2ccccc2)C5)C3)cc1,13.9
CNC(=S)N(C)/N=C/C(=O)c1ccccc1,-25.6

# Of the compounds above, 15 have fluorine:
SMILES,DUSP3 inh
O=C(CCN1C(=O)/C(=C/c2ccc(F)cc2)SC1=S)Nc1ncc(Cc2ccc(Cl)cc2)s1,-3.2
COc1ccc(C(=O)Nc2nc(-c3ccc(F)cc3)cs2)cc1,-24.1
Cc1cc(C=C2C(=O)NC(=S)NC2=O)c(C)n1-c1ccc(F)cc1,0.6
O=C(/C=C\Nc1ccccc1NS(=O)(=O)c1ccccc1)c1ccc(F)cc1,7.2
CCCCNC(=O)c1cc2n(n1)C(C(F)(F)F)CC(c1ccc(Cl)c(Cl)c1)N2 (centres undefined),-27.6
O=c1c(-c2nc3ccccc3s2)c(C(F)(F)F)oc2cc(O)ccc12,-19.6
Cc1cccc(/C=N/NC(=O)c2cccc(F)c2)c1O,1.8
O=S(=O)(NCCOc1ccccc1F)c1ccccc1,-13.7
CC1=C(C(=O)OCCc2ccccc2)C(c2ccccc2F)C2=C(CC(C)(C)CC2=O)N1 (centres undefined),5.1
Cc1cc(/C=C2/NC(=O)NC2=O)c(C)n1-c1ccc(F)cc1,12.4
O=c1c(N=Nc2ccc(F)cc2)c(-c2ccccc2)[nH]n1-c1nc(-c2ccccc2)cs1,56.6
O=C(COc1ccccc1[N+](=O)[O-])N/N=C/c1ccc(OC(=O)c2cccc(F)c2)cc1,1.8
COC(=O)c1c(C)oc2ccc(OCc3c(F)cccc3Cl)cc12,9.1
O=C(c1cc(F)c(F)cc1[N+](=O)[O-])N1CCOCC1,-2.4
O=C(NCCNc1ccc([N+](=O)[O-])cc1Cl)c1ccccc1F,-31.1

# These rows are one share of the data; rates above refer to the full screens.
